GlmU inhibition: inhibition of mycobacterial GlmU enzyme – biochemical, glucosamine-1-phosphate acetyltransferase (AID 1376); one-dose inhibition, %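 (tested at 30 µM in the primary screen)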; IC50 in µM for titrated hits; M. tuberculosis GlmU acetyltransferase enzyme assay; higher % means a stronger effect; 220,000 compounds, 0.25% hits; in the data active = inhibition above about 13%;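 note: 0% = complete reaction with vehicle and 100% = reaction without substrate; strong numbers were not always called active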
RmlCD inh 1536: blocks M. tuberculosis RmlC and RmlD coupled enzymes; P9WH09+P9WH11; AID 1533; inhibition, % at 3.6 µM; 160,000 compounds, 0.03% hits; RmlC+RmlD coupled enzyme assay, percent inhibition; primary screen in compound mixtures; in the data active = inhibition mostly above about 34%, no sharp cut-off; note: some results filed as inactive read as strong as hits
Target sequence (P9WH09 whole entry, looked up): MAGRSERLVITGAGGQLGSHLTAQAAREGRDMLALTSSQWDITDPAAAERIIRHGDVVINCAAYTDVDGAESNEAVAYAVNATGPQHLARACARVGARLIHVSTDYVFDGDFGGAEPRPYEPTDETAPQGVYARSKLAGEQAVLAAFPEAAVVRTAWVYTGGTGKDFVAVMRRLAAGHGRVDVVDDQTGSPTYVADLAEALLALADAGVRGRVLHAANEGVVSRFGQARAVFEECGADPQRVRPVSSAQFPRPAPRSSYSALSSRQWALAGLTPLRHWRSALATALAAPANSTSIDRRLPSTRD
Target sequence (P9WH11 whole entry, looked up): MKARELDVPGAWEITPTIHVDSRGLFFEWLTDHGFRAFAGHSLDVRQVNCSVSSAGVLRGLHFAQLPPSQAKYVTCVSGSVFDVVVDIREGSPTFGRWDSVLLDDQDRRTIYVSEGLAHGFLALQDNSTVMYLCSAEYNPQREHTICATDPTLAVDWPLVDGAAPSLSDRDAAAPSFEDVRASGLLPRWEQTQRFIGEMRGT
Numbers without * were called inactive; · = not tested or not shown. The list is partial (hit frequency here may not be typical).

SMILES | GlmU inhibition | RmlCD inh 1536
Cc1ccsc1C1C(C#N)=C(N)N(N(C)C)C2=C1C(=O)CC(C)(C)C2 (stereo unspecified) | -1.1% | ·
CC[C@H](C)[C@@H]1NC(=O)c2cc([N+](=O)[O-])cc(F)c2OCC[C@@H](C(N)=O)NC(=O)[C@H](CCCCN)NC1=O | 1.6% | ·
c1ccc(-c2ncc(CSc3nncn3-c3ccccc3)s2)cc1 | 3.2% | -1
CCOc1cc(/C=N/n2nnnc2N)ccc1OCc1c(C)no[n+]1[O-] | 3.1% | -7
COc1cc(/C=C2/C(=N)N3OC(C)=CC3=NC2=O)ccc1OC(=O)c1ccco1 | · | -2
Cc1ccc(C)c(CSc2nnc([C@@H](N)C(C)C)o2)c1 | 1.2% | ·
COc1cccc(C(=O)C[n+]2ccccc2/C=N/O)c1 | 2.0% | 16
O=C(Nc1ccc(CN2CCS(=O)(=O)CC2)cc1)c1ccc(Cl)cc1 | 2.0% | 6
CCOc1ccc(N(CC(=O)NN=C2CCN(C)CC2)S(C)(=O)=O)cc1 | 2.6% | -11
CCCCOc1ccc(/C=N/NC(=O)c2csc(C)c2C)cc1 | 2.6% | ·
CC(=O)N(Cc1ccccc1)c1nc(-c2ccccc2)cs1 | 1.2% | 4
COc1ccc(NC(=O)C(Cl)=C(Cl)Cl)cn1 | -3.3% | 31
Cc1ccc(-n2c(CNC(=O)c3cccs3)nnc2SCC(=O)NO)cc1 | -2.0% | -5
O=C(c1ccco1)N1N=C(c2ccc3nccnc3c2)CC1c1ccccc1 (stereo unspecified) | -3.7% | 3
Oc1ccc(N2CCN(C(=S)NCc3ccccc3)CC2)cc1 | 1.4% | -3

Laid out differently: entries from further up.
> O=C(Nc1ccc(CN2CCS(=O)(=O)CC2)cc1)c1ccc(Cl)cc1
  GlmU inhibition = 2.0% | RmlCD inh 1536 = 6

> CCOc1ccc(N(CC(=O)NN=C2CCN(C)CC2)S(C)(=O)=O)cc1
  GlmU inhibition = 2.6% | RmlCD inh 1536 = -11

> CCCCOc1ccc(/C=N/NC(=O)c2csc(C)c2C)cc1
  GlmU inhibition = 2.6% | RmlCD inh 1536 = ·

> CC(=O)N(Cc1ccccc1)c1nc(-c2ccccc2)cs1
  GlmU inhibition = 1.2% | RmlCD inh 1536 = 4

Remaining list, next part:
SMILES | GlmU inhibition | RmlCD inh 1536
CCCCC(CC(O)COCC(C)C)C(=O)NN (stereo unspecified) | -3.3% | -5
COCCCNC(c1ccccc1)c1ccncc1 (stereo unspecified) | -0.3% | ·
CC1(C)CC(NC(=O)COc2ccc([N+](=O)[O-])cc2)CC(C)(C)N1 | -0.3% | -2
N/C(=N\OC(=O)/C=C/c1ccccc1)c1cccnc1 | -0.2% | 15
CC(C)(C)c1nc(N)nc(=O)[nH]1 | -7.2% | ·
CCOC(=O)c1ncn2c1C(=O)OC2(C)C | -0.1% | 10
CC(C)CNC(=O)CCc1nc(-c2ccccc2)no1 | -0.2% | 4
Cc1nc2c(-c3ccc(F)cc3)c(C)nn2c(C)c1CCC(=O)N1CCOCC1 | -5.7% | 5
CSc1ccccc1NC(=O)CSCc1ccc(Br)cc1 | · | 0
COCCCn1c(CCC(=O)O)ccc1-c1ccc(F)cc1 | -3.2% | 5
CCOC(=O)Cc1csc(SCC(=O)Nc2cc(Cl)ccc2Oc2ccccc2)n1 | -3.9% | 15
CCCC(C(=O)NC1=NCCS1)c1ccccc1 (stereo unspecified) | 3.8% | 3
Cc1ccc(CN2CCN(Cc3cc(=O)c4ccccc4[nH]3)CC2CCO)o1 (stereo unspecified) | -0.3% | ·
CSc1oc(-c2ccco2)nc1S(=O)(=O)c1ccc(F)cc1 | 1.1% | -6
Cc1nc2[nH]c(=S)n(C)c(=O)c2nc1C | 6.4% | -7
CCOC(=O)Cc1nnc(Nc2ccc(C)cc2)c2ccccc12 | -0.1% | ·
O=C(Cc1ccc(F)cc1)N1CCN=C1SCc1ccc([N+](=O)[O-])cc1 | -2.6% | 10
S=C(NCc1ccccc1)NCc1ccccn1 | 1.0% | 5
COc1cccc(/C=N/NC(=O)CNC(=O)COc2cccc(C)c2)c1O | 2.5% | -1
COC(=O)c1nc(NC(=O)c2ccccc2Cl)n[nH]1 | -0.8% | 3
Nc1nonc1-n1nnc(C(=O)N/N=C/c2cc(Br)ccc2O)c1CSC1=NCCS1 | 2.3% | 9
COc1ccc(N(C(=O)Cn2nnc(-c3ccccc3F)n2)C(C(=O)NCC2CCCO2)c2ccc(Cl)cc2)cc1 (stereo unspecified) | 4.2% | -6
N#Cc1ccc(N2CCOCC2)c([N+](=O)[O-])c1 | -0.7% | -8
Brc1ccc(-c2nnc(-c3cccnc3)c3conc23)cc1 | 1.6% | ·
Clc1ccc(N2CCN(Cc3ccccc3Cl)CC2)cc1 | 6.1% | 12
O=C(Nc1nnc(C2CC2)o1)c1ccc(S(=O)(=O)N2CCCc3ccccc32)cc1 | · | -8
Nc1nc(-c2ccc(Cl)cc2)cc(C(F)(F)F)n1 | -0.8% | 9
CCCCOC(=O)c1ccc(NC(=O)CSCc2n[nH]c(=O)[nH]2)cc1 | 2.4% | ·
COc1ccc(CN=C(C)c2c(C(F)(F)F)[nH]n(-c3nc4ccccc4s3)c2=O)cc1 | 1.5% | ·
Cc1ccsc1C(=O)N1CCCC(CCC(=O)N2CCN(c3ccccn3)CC2)C1 (stereo unspecified) | 0.7% | -9
OCCN(CC(O)COc1ccccc1)CC(O)Cn1ccc2ccccc21 (stereo unspecified) | 2.4% | 8
Cc1nn(CC(=O)NCCc2ccccc2)c(=O)c2ccccc12 | 1.6% | -2
COc1ccc(CCNC(=O)COC(=O)Cn2cnc3ccccc3c2=O)cc1 | 0.6% | ·
O=S(=O)(NC1c2cccc3cccc(c23)C1Sc1ncccn1)c1ccccc1 (stereo unspecified) | -3.9% | 2
CC(C(=O)NCC1CCCO1)n1cc([N+](=O)[O-])cn1 (stereo unspecified) | 1.9% | 4
COc1ccc2c(N)c(C(=O)NN)[nH]c2c1 | -1.9% | -18
COc1ccc(-c2nnc3sc(CCN4C(=O)c5ccccc5C4=O)nn23)cc1 | -3.6% | 21
COc1ccc(-n2cnc3cc(NC(=O)c4ccco4)ccc32)cc1 | -3.2% | -6
COc1cc(C)c(N(C(C)=O)c2ccccc2)c(C)c1 | -8.2% | 12
O=C(COC(=O)c1ccco1)NCc1ccc(F)cc1 | -1.3% | 11
COc1ccc(-n2c3c(cc(C(=O)Nc4cccc(C)n4)c2=O)C(=O)CC(C)(C)C3)cc1 | -1.5% | -9
Cc1nc2ccccc2c(=O)n1NCc1cc(Br)cs1 | -2.4% | ·
COc1ccc(C)cc1-n1nnnc1SCC(=O)Nc1cc(C)on1 | 4.7% | ·
Cc1ccccc1/C=C/c1nc2ccccc2c(=O)[nH]1 | 8.1% | 3
O=C1NC(c2ccccc2Cl)=N/C1=C/c1ccco1 | 9.4% | -12
CO/N=C(/CS(=O)(=O)Cc1ccccc1Cl)c1ccc(Cl)cc1Cl | -3.4% | -2
CCCC(=O)NCc1ccc2c(c1)cc(C)n2C | 7.9% | -3
CN(C)S(=O)(=O)c1cccc(C(=O)Nc2ccc(Cl)cn2)c1 | -5.2% | -9
O=C(NNc1ccccn1)c1ccccc1CC[N+](=O)[O-] | 0.8% | -1
O=C(c1ccccc1)N(Cc1ccco1)C1CCS(=O)(=O)C1 (stereo unspecified) | 0.6% | 53
COc1ccc(S(=O)(=O)NCC2CCCN(C(=O)C3CCCC3)C2)cc1 (stereo unspecified) | 1.0% | 3
Cc1cc(C)cc(NS(=O)(=O)c2ccc(NC(=S)NC(=O)c3ccc(Br)o3)cc2)c1 | -0.9% | 4
Cc1ccc(S(=O)(=O)N(C)C)cc1NC(=O)COC(=O)c1sc2cc(Cl)ccc2c1Cl | -1.3% | 9
COc1cc(C(=O)Nc2cccc(-c3nc4cc(C)ccc4o3)c2)cc(OC)c1OC | 6.3% | ·
CCCOc1ccc(/C(CC)=N/NC(=O)C2(C)CC2(Br)Br)cc1 (stereo unspecified) | -4.9% | 13
CCc1ccc(OCC(=O)N/N=C2\CC(=O)c3ccccc32)cc1 | -6.3% | 7
Cc1cc(NC(=O)C2CCCO2)ccc1Br (stereo unspecified) | -5.6% | 23
Cc1ccc(OCC(=O)NNC(=O)Cn2nnc(-c3ccccc3)n2)cc1 | -2.0% | -4
CN(C)CCN1CC(O)=C(c2nc3ccccc3s2)C1=N | -9.7% | -8
CCCCOc1ccc(NC(=O)c2cc(F)c(F)cc2Cl)cc1 | 0.8% | 1

(further entries)
SMILES | GlmU inhibition | RmlCD inh 1536
CN1CCN(c2ccc(N)cc2)CC1 | -10% | 11
Cc1cc(=O)oc2cc(OCc3cc4c(cc3Cl)OCO4)ccc12 | 0.6% | ·
Cc1ccc(-n2cc[nH]c2=S)cc1C | -1.0% | 8
C/C=C\C=C\C(=O)Nc1cccc(C2=NOC3(C2)C[C@@H](C(N)=O)N(C(=O)C(c2ccccc2)c2ccccc2)C3)c1 (stereo partly specified) | 3.9% | ·
COc1cccc(Cn2cc(C(=O)NCCN(C)C)nn2)c1 | 1.6% | -4
Cc1nc2ccc(NC(=S)N3CCCC3)cc2nc1C | 0.3% | 9
O=C(CS(=O)(=O)Cc1ccccc1)NCc1ccco1 | -1.7% | -34
CCCn1nc2ccccc2c1P(=O)(N1CCOCC1)N1CCOCC1 | 4.6% | ·
COc1cccc(C(=O)CC(=O)C(=O)Nc2cc(Cl)c(OC)cc2OC)c1 | 1.2% | 3
COc1ccc(N2CC(C(=O)N/N=C/c3cccs3)CC2=O)cc1 (stereo unspecified) | 0.8% | -13
CC(C)OCC1CC(CC(=O)NC(=S)Nc2cccc([N+](=O)[O-])c2)C(=O)O1 (stereo unspecified) | 3.5% | ·
CC(C)CCNC(=O)Cn1c(NCCC(C)C)nc2c1c(=O)n(C)c(=O)n2C | 5.9% | ·
CN(C)S(=O)(=O)N1CCN(C(=O)c2cccc(Br)c2)CC1 | 4.7% | -9
CC(C)NC(=O)CSc1nc(N)c(NC(=O)c2ccccc2F)c(=O)[nH]1 | 1.5% | -1
Cn1c(O)c(C2=c3ccccc3=NC2=O)sc1=Nc1ccc(Cl)cc1 | 1.7% | ·

Of the compounds above, 2 have a cyano group:
SMILES | GlmU inhibition | RmlCD inh 1536
Cc1ccsc1C1C(C#N)=C(N)N(N(C)C)C2=C1C(=O)CC(C)(C)C2 (stereo unspecified) | -1.1% | ·
N#Cc1ccc(N2CCOCC2)c([N+](=O)[O-])c1 | -0.7% | -8

(cont.)
SMILES | GlmU inhibition | RmlCD inh 1536
Cc1cc(CNC(=O)c2cccc([N+](=O)[O-])c2C)c2ccccc2n1 | · | 2
CCOc1ccc(NC(=O)CN2C(=O)S/C(=C/c3cccn3C)C2=O)cc1 | -4.8% | -9
Cc1c(NC(=O)C2Cc3ccccc3CN2C(=O)c2ccco2)c(=O)n(-c2ccccc2)n1C (stereo unspecified) | 7.0% | -9
O=C(Nc1ncc2c(n1)-c1ccccc1OC2)c1ccc(F)cc1 | 2.3% | -6
COC(=O)c1cc(S(=O)(=O)Nc2nn(C)c3ccccc23)oc1C | -2.8% | -8
Cc1ccc(OCc2cn3cccnc3n2)cc1 | 2.4% | 9
CCC1S/C(=N\S(=O)(=O)c2cccs2)N(C2CCCCC2)C1=O (stereo unspecified) | 4.6% | ·
CC(C)c1nnc(NC(=O)CSc2ccccc2)s1 | -3.1% | ·
Cc1ccc(Sc2ncccc2C(=O)O)cc1 | -3.5% | 7
Cc1cc(C)nc(SCc2nnc(SCC(=O)Nc3ccc(Cl)c(C(F)(F)F)c3)o2)n1 | -0.8% | 34
CC(=O)c1cccc(NC(=O)CN(C2CCCCC2)S(C)(=O)=O)c1 | 1.8% | ·
O=C(Nc1ccc(Cl)cc1)N(CCCN1CCOCC1)Cc1cccs1 | 0.3% | ·
NS(=O)(=O)c1ccc(NS(=O)(=O)/C=C/c2ccccc2)cc1 | 0.7% | -11
O=C(O)C1CCCN1c1ncccn1 (stereo unspecified) | 2.5% | -3
COc1cccc(CC2(CO)CCCN(Cc3sc(N4CCCC4)nc3Cl)C2)c1 (stereo unspecified) | 0.9% | -8
S=C(Nc1ccc(Cl)cc1)NC1CCCCC1 | 3.2% | ·
COc1cc(N(C(=O)Cc2cccs2)C(C(=O)NC2CCCCC2)c2cccc(OC)c2OC)ccc1-n1cnnn1 (stereo unspecified) | -6.9% | 37
CC(C)(C)N(Cc1ccccc1)C(=O)COC(=O)Cn1cnc2ccccc2c1=O | 0.1% | -8
COc1ccc(CCNC(=O)c2cnn3ccccc23)c(OC)c1OC | -3.5% | 3
Cc1cc([N+](=O)[O-])cc2c1-c1ncccc1C2=Nc1ccccc1 | 2.7% | -13
O=C1CNC(=O)/C(=C/c2cccs2)N1 | -5.0% | ·
OC1(CNCc2cn[nH]c2-c2cc3ccccc3o2)CCCCC1 | 14%* | 0
COc1cc(/C=N/NC(=O)c2cccc([N+](=O)[O-])c2)ccc1O | 2.5% | 3
Cc1ccc(NC(=S)N2CCN(Cc3ccccc3)CC2)cc1 | -0.4% | -5
O=C(CSCc1ccc(Cl)cc1)N1CCOCC1 | -0.3% | ·
COc1ccc2nc(/N=C/c3c(C)[nH]n(-c4ccc(C)cc4)c3=O)sc2c1 | 4.8% | -6

A different layout for three compounds above:
Each structure is followed by: GlmU inhibition, RmlCD inh 1536
Cc1ccc(C)c(CSc2nnc([C@@H](N)C(C)C)o2)c1
    1.2%, ·
COc1cccc(C(=O)C[n+]2ccccc2/C=N/O)c1
    2.0%, 16
O=C(Nc1ccc(CN2CCS(=O)(=O)CC2)cc1)c1ccc(Cl)cc1
    2.0%, 6

Compound activity from PubChem.
